Screening data (PubChem)
TrxR1 substrate: qHTS Assay for Substrates of Mammalian Selenoprotein Thioredoxin Reductase 1 (TrxR1): qHTS; Thioredoxin reductase 1, cytoplasmic (Rattus norvegicus), O89049; purified TrxR1 substrate turnover, NADPH consumption readout; Potency, µM (series often up to 114 µM), for inactives: at the top dose activity change, negative = substrate turnover; 390,000 tested, 0.01% active; AID 588456, 2011; also: potency is read from the fitted curve at half-maximal effect; % is scaled to controls: 0 for no effect and ±100 for the full control effect; nearly all actives have a fitted effect of over 50% in size
Target sequence (O89049 whole entry, looked up): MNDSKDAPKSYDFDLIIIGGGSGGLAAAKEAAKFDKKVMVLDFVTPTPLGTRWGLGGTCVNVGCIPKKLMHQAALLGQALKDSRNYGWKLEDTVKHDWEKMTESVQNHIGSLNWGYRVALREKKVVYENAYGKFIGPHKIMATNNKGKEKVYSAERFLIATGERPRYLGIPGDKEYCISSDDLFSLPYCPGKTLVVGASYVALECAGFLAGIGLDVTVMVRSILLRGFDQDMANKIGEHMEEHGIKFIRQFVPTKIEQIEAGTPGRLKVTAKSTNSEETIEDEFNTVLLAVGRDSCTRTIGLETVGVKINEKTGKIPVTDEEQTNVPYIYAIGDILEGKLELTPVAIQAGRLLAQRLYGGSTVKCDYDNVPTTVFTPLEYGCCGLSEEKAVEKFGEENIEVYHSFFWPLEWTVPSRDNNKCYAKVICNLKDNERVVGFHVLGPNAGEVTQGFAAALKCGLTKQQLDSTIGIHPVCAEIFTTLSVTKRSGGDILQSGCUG
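Rat TrxR1, dispensed at 90 nM, was prereduced with 400 uM NADPH (final) for 5 min at ~22 deg C, then incubated with compound 15 min before 400 uM selenite. A first-read NADPH fluorescence drop versus no-compound background flagged substrates.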
IDH1 R132H inh: qHTS for Inhibitors of mutant isocitrate dehydrogenase 1 (IDH1): qHTS. Isocitrate dehydrogenase [NADP] cytoplasmic (Homo sapiens), O75874. IDH1-R132H enzyme, NADPH consumption, diaphorase/resazurin fluorescence. Potency, µM (top dose mostly 76.6 µM), inactives show top-dose activity change, negative = inhibition, hits mostly inhibitors. 390,000 tested, 0.093% active; also: potency is read from the fitted curve at half-maximal effect; % is scaled to controls: 0 for no effect and ±100 for the full control effect; nearly all actives have a fitted effect of over 65% in size
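IDH1-R132H (0.5 ug/mL) preincubated 30 min with compound, then NADPH (0.016 mM) and alpha-KG (2 mM) added; 80 min at RT, pH 7.5. Remaining NADPH coupled via diaphorase/resazurin to fluorescence (540/590 nm); concentration-response curves normalized to no-enzyme control.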
TRHR agonist: qHTS for Small Molecule Agonists and Allosteric Enhancers of Human TRH Receptor: Primary Screen for Agonists | Thyrotropin-releasing hormone receptor (Homo sapiens), P34981 | TRHR cells, calcium flux fluo-8, FDSS agonist mode | activation, % at 2 µM | 360,000 tested, 0.18% active; in the data active = activation above about 30%; also: 0% is about no effect
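Read-out: compound-evoked intracellular calcium rise in TRHR cells, fluo-8 dye, kinetic FDSS fluorescence at 1 s/cycle following a 10-cycle baseline. Cells cultured overnight before dye loading (30 min–1.5 h, RT).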
D2 antag: HTS Assay for Allosteric Antagonists of the Human D2 Dopamine Receptor: Primary Screen for Antagonists; HEK293 TREx D2 cells, calcium flux, dopamine EC80; inhibition, % at 10 µM; 340,000 tested, 2% active; AID 485344, 2010; in the data active = inhibition above about 30%; also: 0% is about no effect
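Calcium mobilization kinetics were recorded at 1 s intervals in tetracycline-induced HEK293 T-REx D2 cells, first for 180 s after compound addition and then 180 s after EC80 dopamine.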
rTrxR1 inhibitor: qHTS Assay for Inhibitors of Mammalian Selenoprotein Thioredoxin Reductase 1 (TrxR1): qHTS | Thioredoxin reductase 1, cytoplasmic (Rattus norvegicus), O89049 | 390,000 tested, 1% active | recombinant rTrxR1, NADPH fluorescence consumption, selenite substrate | Potency, µM (doses to about 114 µM), inactives show at the highest dose activity change, negative = inhibition, most hits filed as inhibitors | AID 588453, 2011; also: potency is read from the fitted curve at half-maximal effect; % is scaled to controls: 0 for no effect and ±100 for the full control effect; nearly all actives have a fitted effect of over 65% in size
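Rat TrxR1 (90 nM in the dispensed reagent) was pre-reduced with 400 uM NADPH for 5 min at room temperature, then incubated with compound for 15 min. After 400 uM selenite was added, NADPH fluorescence (Ex 340/Em 450 nm) was followed for 8 min.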
TRHR PAM: qHTS for Small Molecule Agonists and Allosteric Enhancers of Human TRH Receptor: Primary Screen for Enhancers | enhancement, % at 2 µM | TRHR cells, fluo-8 calcium fluorescence, EC20 TRH enhancement | 360,000 tested, 0.66% active; in the data active = enhancement above about 30%; also: 0% is about no effect
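TRHR-expressing cells loaded with fluo-8 calcium dye were read kinetically (ex 480/em 530) during compound addition, then stimulated with an EC20 of TRH (10 nM final). Enhancement of the Gq-mediated intracellular calcium response was scored.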
PI4K2A block: qHTS for small molecular inhibitors of PI4K2A; Phosphatidylinositol 4-kinase type 2-alpha (Homo sapiens), Q9BTU6; purified PI4K2A, ADP-Glo luminescence, 1 h; active compounds read low; activity change, negative = inhibition, % at 76.9 µM; 420,000 tested, 0.13% active; in the data active = activity change below about -50%; inconclusive = mostly about -30% to -49%;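 also: -100% = wells without enzyme as full effect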
Target sequence (Q9BTU6 whole entry, looked up): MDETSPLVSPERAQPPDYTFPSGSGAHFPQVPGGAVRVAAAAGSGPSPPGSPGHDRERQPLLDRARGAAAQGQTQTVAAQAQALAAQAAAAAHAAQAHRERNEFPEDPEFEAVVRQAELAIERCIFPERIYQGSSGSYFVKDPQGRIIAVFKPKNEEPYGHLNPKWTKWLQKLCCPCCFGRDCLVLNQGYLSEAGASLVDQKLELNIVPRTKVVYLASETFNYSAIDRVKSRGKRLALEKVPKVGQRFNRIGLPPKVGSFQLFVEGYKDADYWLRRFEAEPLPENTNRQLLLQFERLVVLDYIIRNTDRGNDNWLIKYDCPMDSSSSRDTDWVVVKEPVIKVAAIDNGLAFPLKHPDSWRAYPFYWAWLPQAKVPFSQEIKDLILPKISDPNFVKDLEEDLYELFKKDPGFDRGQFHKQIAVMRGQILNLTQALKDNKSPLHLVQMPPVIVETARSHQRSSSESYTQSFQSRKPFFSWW
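Compounds are screened against recombinant PI4K2A using PI as substrate and ATP, the latter dispensed at 300 microM. Reactions run one hour at ambient temperature before ADP-Glo detection; full inhibition defined by wells lacking enzyme.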
USP1 inh: Inhibitors of USP1/UAF1: Primary Screen; recombinant USP1/UAF1, Ub-Rhodamine cleavage fluorescence; Potency, µM (top dose mostly 57.1 µM), for the others: at the highest dose activity change, negative = inhibition, hits mostly inhibitors; 390,000 tested, 0.23% active; AID 743255, 2014; also: potency is read from the fitted curve at half-maximal effect; % is scaled to controls: 0 for no effect and ±100 for the full control effect; nearly all actives have a fitted effect of over 60% in size; inactives centre near -12
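USP1/UAF1 complex at 1 nM was preincubated with compound for 15 min at room temperature, then Ub-Rho substrate (150nM final) was added. Fluorescence (480/540 nm) was read kinetically, 6 reads every 60 seconds.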
D2 agonist: HTS Assay for Allosteric Agonists of the Human D2 Dopamine Receptor: Primary Screen for Agonists | D(2) dopamine receptor (Homo sapiens), P14416 | HEK293 T-REx D2 cells, calcium flux agonist mode | activation, % at 2 µM | 340,000 tested, 0.53% active | AID 485358, 2010;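 active = activation over 3 SD above normal in the single-dose calcium agonist read, cut at about 30% in these data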; also: 0% is about no effect
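Tetracycline-induced HEK293 Trex cells with D2 receptor force-coupled to calcium signaling, plated overnight at 30 C and loaded with no-wash calcium dye. Calcium flux read kinetically for 180 s after compound addition; responses flag agonists.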
The depositor's hits bear a star; ? = inconclusive; . = no result given; [ ] = remark or other dose. Unless noted, calls follow the shape of the dose curve; as a rule, active = well fitted inhibition curve with a large enough effect; inconclusive = small, poorly fitted or top-dose-only effect; inactive = no such curve, though single readings can be large or run the other way.

SMILES | TrxR1 substrate | IDH1 R132H inh | TRHR agonist | D2 antag | rTrxR1 inhibitor | TRHR PAM | PI4K2A block | USP1 inh | D2 agonist
O=C(c1nc2nc(-c3ccccc3)cc(C(F)(F)F)n2n1)N1CCOCC1 | 25%[57.1 µM] | -5% | -0.7 | 5 | -3%[57.1 µM] | -3 | -1 | -1% | 0.1
O=C(CNC(=O)c1ccc2c(c1)OCO2)N/N=C/c1cc(Br)ccc1O | 5% | 4% | -1.1 | -5 | 17% | 10 | 0 | -12% | -0.3
Cc1cc(C)cc(NC(=O)CCn2cnc3cc(C)c(C)cc32)c1 | -13%[57.1 µM] | 12% | -0.5 | -3 | 27%[57.1 µM] | -1 | -6 | -8% | 3.9
Cc1cc(N=NC(=O)c2ccccc2)ccc1O | 5% | 8% | 0.3 | -2 | ? | 2 | -6 | -5% | 0.7
Cc1cc(C)nc(NC(=O)C2c3ccccc3Oc3ccccc32)n1 | -15%[57.1 µM] | 5% | 0.5 | -19 | 27%[57.1 µM] | 4 | 4 | -18% | 0.4
Fc1ccccc1COc1ccc(/C=N/n2cnnc2)cc1 | -11% | 0% | -0.3 | 0 | -5% | -2 | -1 | -5% | -0.4
COc1cc(-n2c(=O)c3ccccc3n(CC(=O)c3ccc(Br)cc3)c2=O)cc(OC)c1OC | 0% | 2% | 0.6 | . | 13% | 1 | 5 | -14% | .
CCc1cccc(CC)c1NC(=O)C(NS(=O)(=O)c1cccs1)c1ccccc1 (centres undefined) | -14% | 1% | 0.2 | -13 | -12% | -6 | -4 | -7% | 0.5
OCCNc1nc2ccccc2n1CC(O)c1ccccc1 (centres undefined) | 4%[57.1 µM] | 11% | 0.4 | -4 | 16%[57.1 µM] | 9 | 1 | 1% | 1.0
CC1CCCN(CC(=O)NNC(=O)COc2ccc(Br)cc2)C1 (centres undefined) | -17% | 1% | . | . | -15% | . | 0 | -5% | .
Cc1ccc(CN2CCSc3ccc(C(=O)N4CCN(c5cccc(C)c5C)CC4)cc32)cc1 | 3% | -5% | 0.3 | . | 12% | -1 | 1 | -24% | 0.3
Cc1ccc(S(=O)(=O)NC(N)=NCCc2ccc(Cl)cc2)cc1C | -6% | 5% | -0.5 | 5 | -5% | -3 | -5 | -22% | -0.3
CC(=O)N=c1sc(C(C)(C)C)c(C)n1C | -10% | -6% | -0.2 | 22 | -9% | 5 | 8 | -7% | 1.3
O=S(=O)(Oc1ccc(C(=S)N2CCOCC2)cc1)c1ccc(Cl)cc1 | 8%[57.1 µM] | 2% | 0.5 | -8 | 17%[57.1 µM] | -5 | 1 | -13% | 0.7
O=C(Cn1cncn1)N/N=C/c1ccncc1 | 0% | 2% | -0.1 | . | 25% | -7 | 1 | -22% | -0.4
CC(C)(C)C(=O)COC(=O)c1cc(S(=O)(=O)N2CCCCC2)ccc1N1CCOCC1 | -5% | 2% | -0.2 | 1 | -9% | 2 | -3 | -3% | -0.5
CSc1nc(N2CCOCC2)cc(N2CCOCC2)n1 | 7%[57.1 µM] | 10% | 0.1 | 8 | 22%[57.1 µM] | -1 | -2 | -11% | 0.7
Cn1cccc1Cc1nnc(SCC(=O)Nc2nccs2)n1C | 3% | -7% | 0.2 | -7 | 12% | -6 | -12 | -15% | 1.0
COc1ccc(C(=O)C2CCCN(Cc3sc(N4CCCC4)nc3Cl)C2)c(OC)c1 (centres undefined) | -3% | 15% | -0.5 | -1 | 9% | -5 | -4 | -21% | -1.2
C/C(=N\OC(=O)c1ccccc1)c1c(C)nc2cc(C)ccn12 | -3% | -2% | 1.7 | -10 | 0% | -2 | -1 | -9% | 0.0
O=S(=O)(NCC1CCCO1)c1ccc(S(=O)(=O)N(Cc2ccc(F)cc2)C2CCCCC2)cc1 (centres undefined) | -2% | -2% | . | . | 0% | . | 0 | 3% | .
CN(C)NC(=O)C(NC(=O)c1ccc(N)cc1)C12CC3CC(CC(C3)C1)C2 (centres undefined) | -2% | -1% | -0.4 | -19 | 11% | -4 | -2 | -10% | -0.6
CCOC(=O)Nc1sc2c(c1C#N)CCC(C)C2 (centres undefined) | 9%[57.1 µM] | 2% | -0.6 | -27 | 11%[57.1 µM] | -13 | -5 | -23% | 0.9
CCCn1c(CN2CCN(c3ccc(OC)cc3)CC2)nc2c1c(=O)[nH]c(=O)n2C | 2% | -5% | -1.1 | . | 20% | 7 | -1 | -7% | -0.3
O=C(/C=C/c1ccc(OC(F)F)cc1)OCC(=O)N1CCC(c2ccccc2)=N1 | 0% | 0% | -0.5 | 39* | 25% | 7 | 0 | -28% | 3.0
Remaining list, next part:
SMILES | TrxR1 substrate | IDH1 R132H inh | TRHR agonist | D2 antag | rTrxR1 inhibitor | TRHR PAM | PI4K2A block | USP1 inh | D2 agonist
O=CN1Cc2ccccc2-c2ccccc2C1 | 9%[57.1 µM] | 9% | -1.4 | 4 | 14%[57.1 µM] | -3 | -2 | -16% | -0.3
COC(=O)c1ccc(OCC(O)CN2CCN(C(=O)c3ccco3)CC2)c(OC)c1 (centres undefined) | 14%[0.0914 µM] | 19% | -0.1 | 26 | -36% | 2 | -1 | 1% | 64*
O=C(Nc1nnc(C2CC2)s1)c1cccc(S(=O)(=O)N2CCc3ccccc32)c1 | -5% | -2% | -0.9 | 3 | 8% | -1 | 7 | 2% | -0.4
O=C1COc2ccc(C(=O)c3ccccc3C(=O)NCc3ccco3)cc2N1 | -2% | -4% | -0.5 | 2 | ? | 1 | -3 | 0% | -0.2
CCC(C)NS(=O)(=O)c1ccc(NC(=O)CCC2CCCCC2)cc1 (centres undefined) | 0%[57.1 µM] | -10% | 0.6 | -9 | -10%[57.1 µM] | -7 | 2 | 0% | 0.2
CCc1cccc(C)c1NS(=O)(=O)c1cc(-c2cc(C)no2)ccc1C | 6%[57.1 µM] | 0% | -0.1 | . | 28%[57.1 µM] | 2 | -3 | -10% | .
COc1cc(C(=O)NCCN2CCOCC2)cc(OC)c1OC | 2%[57.1 µM] | 1% | 0.5 | 1 | 6%[57.1 µM] | 2 | 0 | 1% | -1.7
O=C(c1ccc(CNS(=O)(=O)c2ccc(Br)cc2)cc1)N1CCCCCC1 | -13% | -6% | -0.1 | 15 | -21% | -1 | 1 | -7% | 0.2
O=C(NCC1CCN(Cc2cccc(Cl)c2)CC1)c1cc2ccc3cccnc3c2[nH]1 | 12% | 1% | 1.6 | . | 29% | -8 | 1 | -4% | -0.4
O=C1C2C3C=CC(CC3)C2C(=O)N1/N=C/c1ccco1 (centres undefined) | -5% | -3% | -3.3 | -12 | 20%[57.1 µM] | 4 | -3 | -5% | 0.0
O=C(CC1C(=O)N(c2ccc(F)cc2)C(=O)N1Cc1ccc2c(c1)OCO2)Nc1ccc(Cl)cc1 (centres undefined) | -4% | ? | 1.4 | . | 4% | 0 | 5 | ? | 0.7
CSc1ccccc1NC(=O)CSCc1ccc(C)cc1 | 13%[57.1 µM] | 11% | 0.1 | 14 | 13%[57.1 µM] | -1 | 4 | -13% | 0.3
CCN(C(=O)COC(=O)c1cc(-c2ccccc2)nc2c1c(C)nn2-c1ccccc1)C1CCS(=O)(=O)C1 (centres undefined) | 13% | -3% | 0.0 | -2 | 18% | -6 | 0 | -3% | 1.0
COc1ccc(NC(=O)COC(=O)c2ccc(S(=O)(=O)N3CCCC3)cc2)cc1OC | -2% | 3% | 0.1 | -32 | 9% | -2 | 7 | -25% | 0.6
Cc1ccnc(NC(=O)c2cnc(Cl)c(Cl)c2)c1 | -1% | 3% | 0.1 | -1 | 17% | -2 | -3 | -20% | -0.9
Cc1ccc(S(=O)(=O)C(CNC(=O)C(=O)NCCc2ccc(Cl)cc2)c2cccs2)cc1 (centres undefined) | -1%[57.1 µM] | -6% | 0.2 | . | 0%[57.1 µM] | -5 | -2 | -4% | 0.0
Fc1ccccc1N1CCN(c2nc3ccccc3c3nc(-c4ccccc4)nn23)CC1 | -2% | -13% | -0.2 | . | 14% | 2 | -2 | -21% | 0.0
CCc1ccc(N2CCn3c2nc2c3c(=O)n(Cc3cccc(C)c3)c(=O)n2C)cc1 | -2% | -9% | -0.5 | . | 3% | 6 | -2 | -10% | -0.2
O=C(COC(=O)CNC(=O)c1ccccc1)Nc1nc(-c2ccccc2)cs1 | -10%[57.1 µM] | 3% | -0.1 | -10 | 4%[57.1 µM] | 15 | 1 | -12% | 1.3

Compound profiles, as listed above. Values in the order: TrxR1 substrate | IDH1 R132H inh | TRHR agonist | D2 antag | rTrxR1 inhibitor | TRHR PAM | PI4K2A block | USP1 inh | D2 agonist
Fc1ccccc1COc1ccc(/C=N/n2cnnc2)cc1 in the list: -11% | 0% | -0.3 | 0 | -5% | -2 | -1 | -5% | -0.4
Cc1ccc(CN2CCSc3ccc(C(=O)N4CCN(c5cccc(C)c5C)CC4)cc32)cc1 in the list: 3% | -5% | 0.3 | . | 12% | -1 | 1 | -24% | 0.3
O=S(=O)(NCC1CCCO1)c1ccc(S(=O)(=O)N(Cc2ccc(F)cc2)C2CCCCC2)cc1 (centres undefined) in the list: -2% | -2% | . | . | 0% | . | 0 | 3% | .
